EBI2 block: EBI2 (human) antagonism; EBI2 beta-arrestin recruitment, luminescence, 7a,25-OHC stimulated; inhibition, % at 5 µM; hit rate 0.81% among 360,000; AID 651636; in the data active means inhibition above about 38%;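 further: enzyme fragment complementation signal reports receptor beta-arrestin coupling in cells; 0% = agonist plus DMSO wells and 100% = wells without agonist; some results beyond the cut were filed as inactive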
Target sequence (P32249 whole entry, looked up, the tested form may be a part): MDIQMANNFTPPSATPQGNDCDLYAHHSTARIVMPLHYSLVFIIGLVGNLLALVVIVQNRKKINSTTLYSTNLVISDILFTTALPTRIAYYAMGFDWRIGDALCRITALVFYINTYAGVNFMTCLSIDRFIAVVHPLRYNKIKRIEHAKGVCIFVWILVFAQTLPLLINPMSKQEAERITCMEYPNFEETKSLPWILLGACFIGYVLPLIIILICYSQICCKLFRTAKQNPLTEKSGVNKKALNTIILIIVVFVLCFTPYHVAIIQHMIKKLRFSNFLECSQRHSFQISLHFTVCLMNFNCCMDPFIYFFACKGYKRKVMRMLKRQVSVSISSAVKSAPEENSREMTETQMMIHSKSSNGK
UPR XBP1 act: adaptive UPR (XBP1) activation; CHO-XBP1 luciferase reporter, IRE1-XBP1 UPR activation, luminescence; percent of tunicamycin response, DMSO as zero; activation, % at 20 µM; hit rate 0.33% among 330,000; AID 463104;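 active means versus positive control, 20 µM dose yields 30% or more activation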;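 further: 100% = tunicamycin at 10 µg/mL and 0% = DMSO only wells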
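Signal: luciferase luminescence; Assay system: CHO-XBP1 luciferase reporter cells; Amount: one thousand reporter cells per well; Dosing: 20 µM single concentration, DMSO 1%; Benchmarks: high control tunicamycin 10 µg/mL final, low control DMSO vehicle only; Schedule: 6 h compound exposure at 37 °C, 5% CO2; Evaluation: percent activation relative to tunicamycin reference.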
CXCR6 inh: CXCR6 (human) receptor inhibition. hit rate 0.36% among 360,000. AID 602244. CHO-K1 PathHunter CXCR6 beta-arrestin, luminescence. inhibition, % at 20 µM; in the data active means inhibition above about 34%, passing the limit was not always enough;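 further: antagonist mode with CXCL16 agonist at 10 nM final; 0% = 10 nM CXCL16 with DMSO and 100% = unstimulated wells without agonist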
Target sequence (O00574 whole entry, looked up): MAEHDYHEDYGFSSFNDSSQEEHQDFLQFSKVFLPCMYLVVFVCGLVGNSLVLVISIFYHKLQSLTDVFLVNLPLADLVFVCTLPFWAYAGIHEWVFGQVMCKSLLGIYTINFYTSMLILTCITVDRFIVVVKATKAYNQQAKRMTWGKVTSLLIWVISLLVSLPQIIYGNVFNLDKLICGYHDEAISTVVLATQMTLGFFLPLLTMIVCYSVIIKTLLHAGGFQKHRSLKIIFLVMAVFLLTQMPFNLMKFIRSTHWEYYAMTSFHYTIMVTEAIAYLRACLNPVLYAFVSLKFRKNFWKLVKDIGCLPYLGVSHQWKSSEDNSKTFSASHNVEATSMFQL
APJ antag: blocks the human apelin receptor APJ; inhibition, % at 20 µM; AID 2521; CHO-K1 APJ beta-arrestin complementation, luminescence; hit rate 0.32% among 330,000; P35414;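 active means inhibition above about 40% at 20 µM, limit read from the data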;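 further: cells challenged with 10 nM apelin-13 agonist together with compound; plate controls were apelin-13 plus DMSO wells for no effect and DMSO wells lacking apelin-13 for full effect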
Target sequence (P35414 whole entry, looked up): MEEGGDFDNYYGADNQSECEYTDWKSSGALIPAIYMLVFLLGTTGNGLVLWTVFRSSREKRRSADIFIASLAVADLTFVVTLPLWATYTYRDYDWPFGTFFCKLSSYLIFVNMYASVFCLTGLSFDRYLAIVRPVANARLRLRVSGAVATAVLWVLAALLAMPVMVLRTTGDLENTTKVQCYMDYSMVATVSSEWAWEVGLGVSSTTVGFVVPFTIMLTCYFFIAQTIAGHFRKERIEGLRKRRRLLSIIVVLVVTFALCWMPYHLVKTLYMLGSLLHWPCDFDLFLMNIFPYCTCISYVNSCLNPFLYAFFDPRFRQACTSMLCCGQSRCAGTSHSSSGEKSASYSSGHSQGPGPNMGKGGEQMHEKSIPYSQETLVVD
Mdm2-MdmX inh: human Mdm2/MdmX binding inhibition. hit rate 3% among 330,000. inhibition, % at 8 µM. O15151+Q00987. SaOS-2 split-luciferase Mdm2/MdmX complementation, luminescence. AID 485346;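 active means inhibition of at least 50% at 8 µM in the primary screen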
tim23-1 inh: inhibits growth of tim23-1 mutant yeast | hit rate 1.3% among 330,000 | inhibition, % at 20 µM | S. cerevisiae tim23-1 growth, BacTiter-Glo luminescence, 24 h;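 active means growth inhibition of the mutant yeast at or above 50%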;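 further: temperature-sensitive mutant grown at 25 °C; plate controls were DMSO-treated mutant yeast for no effect and medium wells lacking yeast for full effect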
APJ ag: APJ receptor agonism | P35414 | CHO-K1 APJ PathHunter beta-arrestin, luminescence; 0% DMSO wells, 100% apelin | activation, % at 20 µM | hit rate 0.11% among 330,000 | AID 2520;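 active means activation more than six SD over the plate average, tested at 20 µM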;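 further: 0% = DMSO alone and 100% = apelin-13 at 10 nM; some results filed as inactive read as strong as hits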
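Material: engineered CHO-K1 APJ arrestin reporter cells; amount: 1000 CHO-K1 reporter cells seeded per well; incubation: compound stimulation 90 min at 25 °C, detection 60 min; signal: luminescent beta-gal fragment complementation, chemiluminescent substrate; read-out basis: APJ agonist activity; controls: DMSO-only wells as negative, 10 nM Apelin-13 as positive control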
CCR6 antagonist: CCR6 (human) receptor antagonism | CHO-K1 CCR6 PathHunter beta-arrestin, luminescence, CCL20-stimulated | hit rate 0.49% among 340,000 | P51684 | inhibition, % at 20 µM;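 active means compounds whose inhibition of the agonist-driven luminescence signal at 20 µM reaches about 50%, limit read from the data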;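 further: cells stimulated with CCL20 at 14 nM final; plate controls were DMSO with CCL20 for no effect and DMSO without agonist for full effect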
UPR CHOP act: apoptotic UPR (CHOP) activation | CHO-CHOP luciferase reporter, luminescence; percent of tunicamycin response over DMSO baseline | activation, % at 10 µM | hit rate 0.34% among 330,000 | AID 449763;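 active means at 10 µM dose, activation of 40% or more, normalized to positive control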;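 further: 100% = tunicamycin at 10 µg/mL and 0% = DMSO alone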
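assay system = CHO CHOP reporter cells | amount = 500 CHO-CHOP cells per well | buffer or medium = F12 with 10% FBS | incubation = 16-18 h cell attachment, then 6 h compound exposure, 37 °C | detection = luminescence read with Steady-Glo | read-out = percent activation relative to tunicamycin control | controls = tunicamycin high control, DMSO low control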
* marks the source's active call; other numbers are inactive results. This is a subset; the hit share may differ from the screen's.

SMILES	EBI2 block	UPR XBP1 act	CXCR6 inh	APJ antag	Mdm2-MdmX inh	tim23-1 inh	APJ ag	CCR6 antagonist	UPR CHOP act
Cc1ccc(/C=C/C(=O)c2ccc(N3CCOCC3)cc2)s1	65*	-4	-2	9	-22	3	-3	-3	-0.3
COc1ccc(NC(=O)N2CCCC2C(=O)NCc2ccc(C)cc2)cc1 (stereo unspecified)	-5	1	-1	0	11	6	-4	-7	-1.3
CCOc1ccccc1C(=O)N1CCN(c2ccc(C(F)(F)F)cn2)CC1	9	-5	9	8	-4	25	1	15	-0.9
Cc1cc(=O)oc2cc(OCC(=O)NCc3ccco3)ccc12	0	0	-6	14	6	6	-6	-5	3.5
COc1cc(/C(C#N)=C/c2ccccc2)c([N+](=O)[O-])cc1OC	1	-1	3	-9	26	3	2	13	-1.2
N/C(=N\OC(=O)CC(c1ccccc1)c1ccccc1)c1cccnc1	3	-3	-8	-65	88*	35	1	12	-0.7
COc1ccc(C2N(S(=O)(=O)c3ccccc3)CCN2S(=O)(=O)c2ccc(C)cc2)cc1 (stereo unspecified)	1	-3	7	3	16	16	-3	-2	-1.2
CSc1ccc(CN(C)CC(=O)NCc2ccc(F)cc2)cc1	-2	1	8	4	21	12	-3	17	0.3
COC(=O)C1=C(C)N(C2CCCCC2)C(=O)/C1=C\c1cccs1	3	1	4	6	4	20	-4	25	-0.3
O=C1CC(NCc2ccccc2)C(=O)N1c1ccc(F)cc1 (stereo unspecified)	-4	0	2	-20	4	11	-2	8	15
O=C1C(C=Nc2ccccc2)=C(O)c2ccccc21	6	-7	-6	12	-27	20	-5	11	-1.7
O=C(NC1CCCC1)C1CC1c1ccccc1 (stereo unspecified)	-7	2	2	-22	10	23	4	-6	0.4
N#C/C(=C\c1cccnc1)c1ccccc1[N+](=O)[O-]	-17	-2	0	6	19	23	0	-1	-0.7
COC(=O)c1cc2cc(NS(=O)(=O)c3ccc(C)cc3)ccc2s1	-2	1	4	-10	-6	8	1	1	-0.9
CC(C)[C@H](NC(=O)CCCn1nnc2ccccc2c1=O)C(=O)O	8	0	-2	-4	34	2	0	-6	-0.6
O=C(CSc1cn(CCNC(=O)c2ccccc2)c2ccccc12)NCC1CCCO1 (stereo unspecified)	-6	0	2	17	14	2	-5	6	0.6
Cc1ccccc1N1CC(c2nc3ccccc3[nH]2)CC1=O (stereo unspecified)	-4	1	8	15	5	-3	-4	12	1.0
Cc1ccccc1NC(NC(=O)c1cccnc1)C(Cl)(Cl)Cl (stereo unspecified)	-4	-3	-7	12	6	21	1	32	2.1
COc1ccc(OC)c(CNC(=O)C2CCCN(c3nc4ccccc4o3)C2)c1 (stereo unspecified)	-9	-1	6	2	-3	13	-3	-7	0.1
Cc1[nH]c2ccccc2c1SCC(=O)NNC(=O)Nc1ccc(OC(F)(F)F)cc1	0	-1	-1	-1	20	-16	0	-1	0.8
COc1ccc(N2CCN(C(=O)c3oc4ccccc4c3NC(=O)CCc3cc(OC)no3)CC2)cc1	3	-3	6	3	13	27	-5	20	-2.1
Cc1ccc(CCNC(=O)CCS(=O)(=O)c2ccc3nc(C)sc3c2)cc1	-3	1	-3	-16	16	-7	-3	-1	-1.2
O=C(CC12CC3CC(CC(C3)C1)C2)NC(=S)Nc1ccc(CN2CCOCC2)cc1	6	1	3	6	40	28	-3	24	0.4
O=C(N1CCCCC1)C1(c2ccccc2)CCOCC1	4	2	-2	-6	11	4	-4	8	-2.5
Cc1sc2ncnc(N3CCN(S(=O)(=O)c4ccccc4)CC3)c2c1C	-7	-1	-12	-20	3	29	1	-3	4.2
CCn1nc(C)cc1C(=O)N1CCCC(C(=O)c2ccc(OC)cc2C)C1 (stereo unspecified)	-8	-6	-3	-9	16	2	-7	3	-1.0
Cc1cc2[nH]c(=O)c(=O)[nH]c2cc1S(=O)(=O)Nc1cccc(F)c1	4	-3	7	8	-14	10	2	13	-0.9
O=C1Nc2ccccc2C(O)(C(=O)NCc2ccc3c(c2)OCO3)N1c1ccc(Cl)c(Cl)c1 (stereo unspecified)	-8	1	0	-6	24	-1	4	-3	-0.1
Cc1ccc(C(=O)NCc2ccco2)c(C)c1	6	0	3	10	-29	8	-1	-1	3.2
CCCn1c2ccccc2c2cnn(CC(=O)NCCN(CC)CC)c(=O)c21	-1	-3	0	8	-11	9	-2	13	1.0

Overlap with the part before: five entries, followed by the next part.
SMILES	EBI2 block	UPR XBP1 act	CXCR6 inh	APJ antag	Mdm2-MdmX inh	tim23-1 inh	APJ ag	CCR6 antagonist	UPR CHOP act
CCn1nc(C)cc1C(=O)N1CCCC(C(=O)c2ccc(OC)cc2C)C1 (stereo unspecified)	-8	-6	-3	-9	16	2	-7	3	-1.0
Cc1cc2[nH]c(=O)c(=O)[nH]c2cc1S(=O)(=O)Nc1cccc(F)c1	4	-3	7	8	-14	10	2	13	-0.9
O=C1Nc2ccccc2C(O)(C(=O)NCc2ccc3c(c2)OCO3)N1c1ccc(Cl)c(Cl)c1 (stereo unspecified)	-8	1	0	-6	24	-1	4	-3	-0.1
Cc1ccc(C(=O)NCc2ccco2)c(C)c1	6	0	3	10	-29	8	-1	-1	3.2
CCCn1c2ccccc2c2cnn(CC(=O)NCCN(CC)CC)c(=O)c21	-1	-3	0	8	-11	9	-2	13	1.0
O=C(O)C1(P(=O)(c2ccc(Cl)cc2)c2ccc(Cl)cc2)CC1	-5	0	-4	9	14	14	1	4	0.3
CC(C)C(=O)Nc1nc(-c2ccc3c(c2)CCN3C(=O)C2CC2)cs1	2	11	2	-9	7	18	4	-12	6.8
Cc1ccc2nc(SCC(=O)N/N=C/c3ccco3)cc(C)c2c1	4	-3	-3	13	17	19	-3	-2	-0.7
COc1cccc(NC(=O)CN(C)CC(=O)Nc2ccc3c(c2)OCO3)c1	12	0	5	13	19	0	-2	10	0.1
O=C(N/N=C/c1cn(-c2ccccc2)nc1-c1cccs1)c1ccncc1	8	4	8	-14	33	37	0	53*	4.1
CC(=O)Nc1ccc(C(=O)CSc2nnnn2C)cc1	-8	2	-3	-11	-17	0	0	-1	2.0
CCCCCC(=O)Nc1ccc(N2CCN(S(C)(=O)=O)CC2)cc1	-4	0	-8	-21	-17	-14	-2	-10	-0.7
C/C(=N\NC(=O)CN(c1ccccc1Br)S(C)(=O)=O)c1cccs1	-1	-1	-1	-10	27	-2	2	9	-1.0
CCc1nnc(NC(=O)Cc2ccc(S(=O)(=O)N3CCCCC3)cc2)s1	-3	3	-2	4	20	-1	-3	10	0.5
Cc1ccc(OCC(=O)NS(=O)(=O)c2ccc(Cl)cc2)cc1	6	-2	-4	3	20	-5	4	0	-0.3
Cc1cc(Cl)cc(Cl)c1CNc1c([N+](=O)[O-])c(=O)oc2ccccc12	-8	1	-9	17	33	1	-3	-26	-1.1
COC(=O)C1=C(C)OC(N)=C(C#N)C1c1ccccc1 (stereo unspecified)	-3	-2	0	5	3	22	-1	-2	0.0
CC(=O)Nc1ccc(OS(=O)(=O)c2ccc([N+](=O)[O-])cc2)cc1	-6	10	-10	0	13	16	6	-21	-2.2
O=C(c1ccc(F)cc1)N1CCC(N2CCCCCC2)CC1	19	0	6	11	-10	2	-2	2	0.7
Cc1ccc(Cn2cccc(NC(=O)NCc3ccccc3)c2=O)cc1	8	-3	2	4	13	16	1	-4	-0.3
O=C(NNC(=O)C1CC1c1ccccc1)Nc1ccccc1 (stereo unspecified)	-10	-1	-4	3	28	14	5	9	-1.5
N#CCSCC(=O)Nc1ccccc1	-3	0	0	15	-14	11	0	8	2.6
O=C(NCc1ccc(OC(F)(F)F)cc1)C1CC(c2ccccc2C(F)(F)F)=NO1 (stereo unspecified)	4	-1	-2	5	12	17	-3	2	-1.7
CC(C)CCNC(=O)CN(Cc1ccccc1)C(=O)CCC(=O)Nc1nccs1	3	0	7	-4	15	-3	-2	11	-0.1
COc1ccc(SC[C@H](C)CN2CC[C@H](C(C)(C)C)CCC2=O)cc1	22	-1	7	-13	16	32	-3	27	1.0
NS(=O)(=O)c1ccc(-n2nncc2C23CC4CC(CC(C4)C2)C3)cc1	-3	-5	-5	6	5	7	-2	-12	-2.1
Cc1ccc(S(=O)(=O)N2CCC(C(=O)N/N=C/c3ccccc3[N+](=O)[O-])CC2)cc1	-12	-2	-2	2	8	5	-3	2	4.7
Nc1cccc(C(=O)OCC(=O)Nc2cccc3c2C(=O)c2ccccc2C3=O)c1	-17	3	-42	-65	-5	-2	5	-40	4.2
CN1CC[C@]23c4ccccc4N[C@H]1[C@]21CCN(C)[C@H]3Nc2ccccc21	-1	-9	-3	-7	8	9	-1	-3	-0.5
CCCCn1c(N)c(N(CC(C)C)C(=O)c2ccc(-n3c(C)ccc3C)cc2)c(=O)[nH]c1=O	-6	2	0	5	24	1	-2	7	2.0
COc1ccc(OCC(=O)N(Cc2sccc2C)C2CCS(=O)(=O)C2)cc1 (stereo unspecified)	-1	-1	7	-12	7	9	-4	5	1.8
C/C(CC(=O)Nc1cc(Cl)ccc1C)=N\NC(=O)C(=O)N1CCCC1	3	-4	3	15	-9	19	5	9	0.6
O=C(CSc1nnc(NC(=O)C2CCC2)s1)Nc1ccccc1Br	5	-1	12	6	-8	0	-2	11	1.0
O=C(CNc1ccc(F)cc1Cl)Nc1cccc(S(=O)(=O)N2CCCCC2)c1	13	-1	-3	-9	6	35	-4	31	-1.2
CC(C)CCNC(=O)c1nn(Cc2ccccc2)c(=O)c2ccccc12	11	-3	5	3	-9	2	0	11	-1.7
COc1ccc(-n2c(O)c(/C=N/NS(=O)(=O)c3ccc(C)cc3)c3ccccc3c2=O)cc1OC	-8	-1	-4	-16	22	8	0	16	2.0
NC(=O)c1ccccc1NC(=O)CSC1=NCCS1	-23	2	25	15	-2	-9	-5	-13	2.0
CC1(C)Cc2c(c(N3CCCC3)nc3sc(C(=O)Nc4ccccc4)c(N)c23)CO1	11	5	1	5	-27	30	0	-11	1.6
Cc1cc(=O)n2[nH]c(CCC(=O)O)nc2n1	-3	1	-4	0	4	0	-5	-3	0.5
COc1ccc(C(=O)Nc2ccc(C(=O)N3CCOCC3)cc2)cc1OC	-4	6	-8	-2	3	5	4	-6	0.3
O=C(Cc1cccc(C(F)(F)F)c1)NCC(c1ccco1)N1CCCCC1 (stereo unspecified)	-3	-2	-9	4	0	25	-6	18	0.3
CN(C)CCNc1nc2c(c(=O)[nH]c(=O)n2C)n1CCCc1ccccc1	-5	3	8	13	12	-7	-3	-2	-0.9
CC(C)(C)C(=O)Nc1c2c(nn1-c1ccc(F)cc1)CSC2	21	0	3	-26	8	14	3	10	0.1
